NOD2 RIPK2 PPI – NOD2-RIPK2 binding disruptors in cells, primary screen, fluorescence, CHO cells, BLA complementation | Receptor-interacting serine/threonine-protein kinase 2 (Homo sapiens), O43353 | CCF4 ratio | inhibition, % at 4.98 µM | 360,000 tested, 0.38% active; in the data active = inhibition above about 21%;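 note: 0% = vehicle only and 100% = reference blocker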
TLR9-MyD88 inh – inhibitors of TLR9-MyD88 association in cells, primary screen, cell-based, CHO, BLA complementation, fluorescence; inhibition, % at 4.98 µM; CCF4 FRET ratio; 340,000 tested, 0.21% active;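 active = inhibition above the mean over all tested compounds plus 3 SD, cut at about 21% in these data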;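 note: 0% = DMSO only wells and 100% = clavulanate BLA inhibitor control wells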
TROY NFkB inh – inhibitors of TROY-driven NF-kB signaling, primary screen, Q293 LMP1-TROYcd cells, NF-kB luciferase, uHTS; 360,000 tested, 0.98% active; Q293 LMP1-TROYcd NF-kB luciferase reporter, 4 h; inhibition, % at 10 µM; AID 1347056, 2019;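 active = compounds whose plate-normalised and pattern-corrected inhibition of the luciferase reporter signal at the single screening dose is 50% or more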
C8 TRAIL sens – viability loss with TRAIL in NB7+C8 cells, primary screen, TRAIL sensitizer project, cell-based, ATPlite luminescence. inhibition (viability loss, TRAIL sensitization), % at 10 µM. 360,000 tested, 1% active;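 active = compounds causing at least 50% loss of cell viability in the single-dose screen, relative to plate controls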
NCOA3 inh – SRC3 coactivator transcriptional activity inhibitors, primary screen, cell-based, luminescence; Nuclear receptor coactivator 3 (Homo sapiens), Q9Y6Q9; HEK293 GAL4-SRC3 luciferase reporter; inhibition, % at 3.6 µM; 360,000 tested, 0.17% active; AID 588352, 2011;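 active = inhibition above a per-campaign cutoff, the mean of all compounds plus 3 SD, cut at about 60% in these data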;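 note: 0% = DMSO-treated cells and 100% = gossypol-treated cells at 36 µM; higher means less SRC3-driven luciferase light from the GAL4 reporter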
TWEAK Fn14 block – inhibitors of TWEAK-Fn14 signaling, primary screen, luciferase reporter cells, uHTS | inhibition, % at 10 µM | AID 1159606, 2016 | 360,000 tested, 2% active | TWEAK-stimulated Fn14 reporter cells, luciferase luminescence, 8 h; in the data active = inhibition above about 50%
LRH-1 inv ag – LRH-1 (NR5A2) inverse agonists, primary screen, cell-based, luminescence, HEK293T, StAR-luciferase reporter | AID 602396, 2012 | 360,000 tested, 0.13% active | LRH-1 transfected, 24 h | inhibition, % at 3.6 µM;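 active = inhibition above the mean inhibition of all tested compounds plus 3 SD, cut at about 73% in these data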;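 note: 0% = DMSO wells and 100% = reporter-only cells lacking LRH-1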
Target sequence (O00482 whole entry, looked up): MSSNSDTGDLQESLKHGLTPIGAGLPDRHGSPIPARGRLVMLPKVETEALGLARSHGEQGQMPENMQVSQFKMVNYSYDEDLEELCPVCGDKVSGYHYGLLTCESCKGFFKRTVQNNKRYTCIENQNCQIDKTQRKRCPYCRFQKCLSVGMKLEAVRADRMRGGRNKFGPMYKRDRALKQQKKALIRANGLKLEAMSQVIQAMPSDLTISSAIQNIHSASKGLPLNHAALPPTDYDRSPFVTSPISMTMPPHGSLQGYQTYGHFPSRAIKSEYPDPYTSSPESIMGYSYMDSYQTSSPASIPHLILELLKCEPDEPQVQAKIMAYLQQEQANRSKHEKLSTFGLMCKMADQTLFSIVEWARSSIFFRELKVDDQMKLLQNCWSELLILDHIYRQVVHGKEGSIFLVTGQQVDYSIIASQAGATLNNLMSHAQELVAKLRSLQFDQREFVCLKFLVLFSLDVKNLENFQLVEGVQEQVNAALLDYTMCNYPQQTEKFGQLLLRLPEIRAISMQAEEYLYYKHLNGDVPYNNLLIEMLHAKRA
COUP-TFII inh – NR2F2 transcriptional activity inhibitors, primary screen, cell-based, luciferase reporter, HEK293T, luminescence; inhibition, % at 8.6 µM; HEK293T NGFI-A luciferase reporter; COUP transcription factor 2 (Homo sapiens), P24468; 370,000 tested, 0.7% active; AID 686940, 2013;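 active = inhibition above a per-plate cutoff, mean inhibition of test wells between control levels plus 3 SD, cut at about 38% in these data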;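 note: cells cotransfected with COUP-TFII expression vector driving the NGFI-A reporter; 0% = median of COUP-TF2 test wells and 100% = reporter-only cells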
Target sequence (P24468 whole entry, looked up): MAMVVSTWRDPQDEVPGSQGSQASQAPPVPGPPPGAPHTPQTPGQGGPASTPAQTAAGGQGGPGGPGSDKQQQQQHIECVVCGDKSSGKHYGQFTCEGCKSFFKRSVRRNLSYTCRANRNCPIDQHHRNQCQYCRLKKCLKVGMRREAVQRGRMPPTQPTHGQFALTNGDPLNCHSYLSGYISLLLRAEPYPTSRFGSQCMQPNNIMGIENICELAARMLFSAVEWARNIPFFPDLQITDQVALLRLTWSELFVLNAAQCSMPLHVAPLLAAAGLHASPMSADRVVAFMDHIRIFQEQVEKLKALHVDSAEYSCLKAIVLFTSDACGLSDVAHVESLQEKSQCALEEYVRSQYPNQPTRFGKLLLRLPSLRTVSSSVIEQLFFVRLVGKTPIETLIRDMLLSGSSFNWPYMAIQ
SRC1 inh – SRC1 coactivator transcriptional activity inhibitors, primary screen, cell-based, luminescence; Nuclear receptor coactivator 1 (Homo sapiens), Q15788; HEK293 GAL4-SRC1 luciferase reporter; inhibition, % at 3.6 µM; 360,000 tested, 0.12% active;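 active = inhibition above the campaign mean plus 3 SD, with each screening campaign given its own cutoff, cut at about 60% in these data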;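 note: 0% = DMSO treated cells and 100% = gossypol at 36 µM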
EBV LMP1 NFkB – EBV LMP1-driven NF-kappaB luciferase reporter inhibitors, primary screen, cell-based, luminescence, single point. LMP1-induced NF-kappaB luciferase reporter cells. inhibition, % at 12.5 µM. 350,000 tested, 0.69% active. AID 504558, 2011; in the data active = inhibition above about 41%;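 note: 0% = neutral control wells and 100% = reference inhibitor control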
NCOA2 inhibitor – inhibition of GAL4-SRC2 driven luciferase reporter, primary screen, SRC2 inhibitor project, cell-based, luminescence. HEK293 GAL4-SRC2 luciferase reporter. AID 651957, 2012. inhibition, % at 9 µM. 370,000 tested, 0.17% active;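 active = inhibition above the mean inhibition of all tested compounds plus 3 SD, set per campaign, cut at about 52% in these data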;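 note: 0% = DMSO treated cells and 100% = cells given Gossypol at 36 µM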
* = called active by the depositor. Not all compounds are listed; rates above refer to the full screens.

Values in the order: NOD2 RIPK2 PPI	TLR9-MyD88 inh	TROY NFkB inh	C8 TRAIL sens	NCOA3 inh	TWEAK Fn14 block	LRH-1 inv ag	COUP-TFII inh	SRC1 inh	EBV LMP1 NFkB	NCOA2 inhibitor
Cc1cccc(Nc2nc(N)c([N+](=O)[O-])c(N3CCC(C)CC3)n2)c1
 : -5	-13	17	17	14	38	-9	5	11	5	-16
CC1=C(C(=O)NC2CCCC(C)C2C)C2(CCCCC2)OC1=O (stereo unspecified)
 : 5	-13	-8	-3	2	-10	3	2	-10	17	-10
CCc1ccc(/C=C2\SC(=S)N(CCCC(=O)NC3=NCCS3)C2=O)cc1
 : -8	4	77*	43	13	92*	2	21	11	46*	55*
COc1cc(NC(=O)c2ccccc2)c(OC)cc1NC(=O)Cc1ccc(F)cc1
 : 5	-5	3	-5	5	-15	0	14	13	6	5
COCCCN=CC1=C(O)CC(c2ccccc2)CC1=O (stereo unspecified)
 : 10	2	7	-3	3	-1	4	6	1	2	9
C=CCn1c(C)cc(C(=O)Cn2nc(C(=O)O)c3ccccc3c2=O)c1C
 : -18	-3	35	78*	-86	55*	-212	-60	-114	-9	-55
COc1ccc(-c2cc(C(=O)NCCN3CCOCC3)c3ccccc3n2)c(OC)c1
 : 3	16	-12	-6	6	1	-4	9	3	4	9
Cc1cccc(N2CC(C(=O)Nc3nnc(SCc4cccnc4)s3)CC2=O)c1 (stereo unspecified)
 : -4	1	-4	4	-21	9	1	-20	-7	-4	-1
COc1ccc(NC(=S)N2CCN(C/C=C/c3ccccc3)CC2)c(OC)c1
 : 1	-4	1	-5	2	8	14	-3	2	-4	-8
O=C(NCCC1CCCCN1S(=O)(=O)c1ccccc1)C(=O)NCc1ccco1 (stereo unspecified)
 : 4	4	-7	4	13	-4	19	13	-29	8	14
COc1ccc(CN2C(=O)c3cccnc3C2=O)cc1S(=O)(=O)N1CC(C)CC(C)C1 (stereo unspecified)
 : 2	-17	6	-4	5	-7	2	4	10	9	0
CCOc1ccc(C(C)=O)cc1COC(=O)C1=COCCO1
 : -4	1	-7	11	4	13	6	7	6	4	3
CC(C)SCc1nc2ccccc2[nH]1
 : -2	-1	-23	-10	-1	3	10	-22	-13	2	-42
Cc1ccc(NNC(=O)C2CCC2)cc1C
 : 6	4	-9	-8	19	-5	13	6	-2	-8	-13
CC(C)Nc1nc(Oc2ccc(Cl)cc2Cl)cc(C(F)(F)F)n1
 : 0	-1	1	-11	-7	13	4	6	-6	2	-5
COc1ccc(C(=O)NNC(=O)C2(C)CC2(Br)Br)cc1 (stereo unspecified)
 : 15	-5	-37	2	-10	-23	-15	-26	1	-1	-41
Cn1ncc(Cl)c1C(=O)N1CCN(c2cccc(Cl)c2)CC1
 : -6	-7	18	6	19	13	-28	-12	8	4	-26
COc1ccc(CNC(=O)CN(c2ccccc2)S(=O)(=O)c2ccccc2[N+](=O)[O-])cc1
 : 1	-7	-2	2	7	-25	-21	3	-1	-1	-18
CN(C(=O)COC(=O)c1cncc(Br)c1)C1CCS(=O)(=O)C1 (stereo unspecified)
 : -5	2	12	-5	18	0	3	3	7	-3	-12
COc1ccc(NC(=O)c2[nH]c(C)c(C(C)=O)c2C)cc1S(=O)(=O)Nc1ccc(Br)cc1
 : -2	4	24	15	1	16	3	12	13	-5	-7
Cc1ccc(S(=O)(=O)n2nc(C)cc2C)cc1
 : -1	-1	-10	-9	12	21	-16	-1	-1	-9	6
O=C(NC1CCCC1)c1ccc(CS(=O)(=O)c2ccc(Cl)cc2)o1
 : 4	-9	-2	-7	9	25	4	15	6	0	-6
Cc1ccccc1NC(=O)COC(=O)CCc1nc2ccccc2c(=O)[nH]1
 : -6	4	21	-3	6	-6	4	15	-4	-3	-14
CCOC(=O)C[N+]1(C)CCN(C(C)=O)CC1
 : -22	2	4	-2	12	2	-8	-4	8	-7	-16
O=C(C=Cc1ccco1)c1cc(Cl)ccc1O
 : -2	1	-3	2	5	20	-19	-8	-13	10	-27
Cc1ccccc1N1CCN(C(=O)[C@@H]2CCCN2C2=NS(=O)(=O)c3ccccc32)CC1
 : -6	-8	-18	-27	1	-3	7	-13	-6	6	-1
O=S(=O)(/C=C/c1ccccc1)N1CCN(Cc2ccccc2)CC1
 : 2	-1	0	3	-16	7	3	6	-31	2	-10
CC1CCC(NC(=O)CN2CCN(S(=O)(=O)c3ccc(Br)s3)CC2)CC1 (stereo unspecified)
 : -42	-14	6	-11	0	-19	-9	4	14	-2	-5
COC(=O)c1cccc(NC(=O)CCCOc2ccccc2)c1
 : -3	2	-30	-1	-2	-20	19	6	-8	22	0
Cc1nn(CC(=O)c2ccc3c(c2)OCCO3)c(=O)c(C#N)c1C
 : 6	-11	-1	-16	-34	12	0	-3	-4	-4	-1

Laid out differently: results already given.
| compound | NOD2 RIPK2 PPI | TLR9-MyD88 inh | TROY NFkB inh | C8 TRAIL sens | NCOA3 inh | TWEAK Fn14 block | LRH-1 inv ag | COUP-TFII inh | SRC1 inh | EBV LMP1 NFkB | NCOA2 inhibitor |
| --- | --- | --- | --- | --- | --- | --- | --- | --- | --- | --- | --- |
| Cn1ncc(Cl)c1C(=O)N1CCN(c2cccc(Cl)c2)CC1 | -6 | -7 | 18 | 6 | 19 | 13 | -28 | -12 | 8 | 4 | -26 |
| COc1ccc(CNC(=O)CN(c2ccccc2)S(=O)(=O)c2ccccc2[N+](=O)[O-])cc1 | 1 | -7 | -2 | 2 | 7 | -25 | -21 | 3 | -1 | -1 | -18 |
| CN(C(=O)COC(=O)c1cncc(Br)c1)C1CCS(=O)(=O)C1 (stereo unspecified) | -5 | 2 | 12 | -5 | 18 | 0 | 3 | 3 | 7 | -3 | -12 |
| COc1ccc(NC(=O)c2[nH]c(C)c(C(C)=O)c2C)cc1S(=O)(=O)Nc1ccc(Br)cc1 | -2 | 4 | 24 | 15 | 1 | 16 | 3 | 12 | 13 | -5 | -7 |
| Cc1ccc(S(=O)(=O)n2nc(C)cc2C)cc1 | -1 | -1 | -10 | -9 | 12 | 21 | -16 | -1 | -1 | -9 | 6 |
| O=C(NC1CCCC1)c1ccc(CS(=O)(=O)c2ccc(Cl)cc2)o1 | 4 | -9 | -2 | -7 | 9 | 25 | 4 | 15 | 6 | 0 | -6 |
| Cc1ccccc1NC(=O)COC(=O)CCc1nc2ccccc2c(=O)[nH]1 | -6 | 4 | 21 | -3 | 6 | -6 | 4 | 15 | -4 | -3 | -14 |
| CCOC(=O)C[N+]1(C)CCN(C(C)=O)CC1 | -22 | 2 | 4 | -2 | 12 | 2 | -8 | -4 | 8 | -7 | -16 |
| O=C(C=Cc1ccco1)c1cc(Cl)ccc1O | -2 | 1 | -3 | 2 | 5 | 20 | -19 | -8 | -13 | 10 | -27 |
| Cc1ccccc1N1CCN(C(=O)[C@@H]2CCCN2C2=NS(=O)(=O)c3ccccc32)CC1 | -6 | -8 | -18 | -27 | 1 | -3 | 7 | -13 | -6 | 6 | -1 |
| O=S(=O)(/C=C/c1ccccc1)N1CCN(Cc2ccccc2)CC1 | 2 | -1 | 0 | 3 | -16 | 7 | 3 | 6 | -31 | 2 | -10 |
| CC1CCC(NC(=O)CN2CCN(S(=O)(=O)c3ccc(Br)s3)CC2)CC1 (stereo unspecified) | -42 | -14 | 6 | -11 | 0 | -19 | -9 | 4 | 14 | -2 | -5 |
| COC(=O)c1cccc(NC(=O)CCCOc2ccccc2)c1 | -3 | 2 | -30 | -1 | -2 | -20 | 19 | 6 | -8 | 22 | 0 |
| Cc1nn(CC(=O)c2ccc3c(c2)OCCO3)c(=O)c(C#N)c1C | 6 | -11 | -1 | -16 | -34 | 12 | 0 | -3 | -4 | -4 | -1 |

Following part
Values in the order: NOD2 RIPK2 PPI	TLR9-MyD88 inh	TROY NFkB inh	C8 TRAIL sens	NCOA3 inh	TWEAK Fn14 block	LRH-1 inv ag	COUP-TFII inh	SRC1 inh	EBV LMP1 NFkB	NCOA2 inhibitor
Cc1ccccc1NC(=O)CCCCC(=O)Nc1ccccc1C
 : 4	0	16	1	-10	4	-6	10	2	5	-3
COc1ccc(NC2CCCN(C(=O)c3ccccc3-c3ncc[nH]3)C2)cc1 (stereo unspecified)
 : 0	-9	-3	-9	-12	11	0	15	3	2	3
Cc1ccc(/C=N/N=C/c2ccc(C)s2)s1
 : -3	4	-44	40	-57	7	-170	-47	-132	-44	-55
N#CC1C(C#N)N2CCCN2C1c1ccc(Br)cc1 (stereo unspecified)
 : -6	0	-22	0	-10	-10	0	-7	-3	0	3
Cc1c(-c2ccc(F)cc2)[n+](=O)c2c(n1[O-])CCCCC2
 : -2	-2	-22	-6	7	-7	-6	-3	-1	-6	-16
Cc1[nH]c2ccccc2c1C(=O)CSc1ccc(F)cc1
 : 0	4	-67	17	-17	-2	-27	-10	-14	-10	-25
O=C(NCc1ccccc1)C1CCC(=O)N(CC2CCCCC2)C1 (stereo unspecified)
 : -7	3	1	8	8	1	2	-5	2	2	-16
Cc1[nH]n2c(=O)c3c(nc2c1-c1ccccc1)CCC3
 : -13	3	0	11	15	11	23	1	2	2	-13
CC(C)c1cc(C(=O)NNC(=S)NC2CCCCC2)cs1
 : -9	0	49	-9	-13	50*	-9	29	-42	-12	-17
O=C(CSc1ccc(-c2ccco2)nn1)Nc1ccc(F)cc1F
 : -10	-3	-14	-5	-16	-1	-17	-4	-30	-7	-25
COc1cccc(C(=O)NC2CCN(CC(=O)Nc3nccs3)CC2)c1
 : -15	-2	0	-1	12	14	8	7	5	8	-23
CC1CCN(C(=S)c2ccc3c(c2)OCO3)CC1
 : 0	2	-11	-1	-1	10	-3	-17	-3	19	-4
Nc1c2c(nc3ccccc13)CCCC2=O
 : 1	-7	-9	-3	18	-1	-5	8	-10	-9	-17
CCOCCCNC(=O)c1cc2cc3cc(OC)ccc3nc2o1
 : -3	2	-2	3	-9	-4	-2	5	-25	-5	-19
CN(C)CCNC(=O)C(C(=O)c1ccccc1)n1ccccc1=O (stereo unspecified)
 : -14	5	-4	-3	0	1	16	-5	9	2	-20
COc1ccc(NC(=O)CN2CCN(C(=O)c3ccco3)CC2)c(OC)c1
 : 0	1	-16	1	-4	-14	-1	4	-1	0	7
O=C(Cn1cnc2c(nnn2Cc2ccccc2F)c1=O)NCc1ccco1
 : 1	-15	-6	-5	-48	0	2	-4	-7	-4	13
FC(F)(F)c1cc(-c2ccco2)nc(N2CCOCC2)n1
 : 13	-10	-26	-7	10	-13	14	12	-11	0	-1
COc1ccc(CCNC(=O)/C(C#N)=C/c2cccc(OCc3ccccc3)c2)cc1OC
 : -8	3	7	-2	-12	-11	-35	14	-21	6	-23
C[C@@H](C(=O)NCc1ccccc1)N1C(=O)C2CC=CCC2C1=O (stereo partly specified)
 : -3	4	-6	-4	10	12	-1	17	-52	-6	-34
CC12CC3(C)CC(C)(C1)CC(C(=O)NC(=S)NC(C)(C)C)(C2)C3
 : -1	-5	10	4	-7	2	-2	30	-5	-13	-47
